# MBNL1 CUG block = inhibitors of human MBNL1 binding to CUG repeat RNA | TR-FRET MBNL1-His/biotin-(CUG)12 binding, 665/545 ratio | Potency, µM (top dose mostly 57.5 µM), without a hit: at the top dose activity change, negative = inhibition, usual class: inhibitors | 0.036% of 280,000 active; active = well fitted inhibition curve with a large enough effect in the signal ratio, with a control signal flat, not every such curve was filed as active; inconclusive = small, poorly fitted or top-dose-only effect, or effect the other way, or a change in a side signal; inactive = no such curve, though single readings can be large or run the other way; the % refers to the signal ratio; also: potency is read from the fitted curve at half-maximal effect; % is scaled to controls: 0 for no effect and ±100 for the full control effect
#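 His-tagged MBNL1 binding to biotinylated (CUG)12 RNA was measured by TR-FRET using terbium anti-His antibody (0.055 ng/ul final) and streptavidin-XL665 (5 nM final). Compounds were titrated 92 nM to 58 uM; 60 min at room temperature.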
# GALK inhibitor = galactokinase (human) inhibition; 0.007% of 270,000 active; Purified GALK, Kinase-Glo residual ATP luminescence; Potency, µM (series often up to 57.5 µM), for the others: top-dose activity change, negative = inhibition, most hits filed as inhibitors; also: potency is read from the fitted curve at half-maximal effect; % is scaled to controls: 0 for no effect and ±100 for the full control effect
#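 GALK at 5 nM final was combined with compound, 35 uM ATP and 100 uM galactose in HEPES pH8.0 with MgCl2 and DTT. The reaction ran one hour at room temperature before luminescent ATP detection.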
# FBPA coupling cs = inhibits coupling enzyme system, counter-screen for aldolase hits; coupling enzyme system counterscreen, AmpLite Red fluorescence; activity change, negative = inhibition, % at 58.2 µM, hits read low; 0.67% of 290,000 active; AID 2472; in the data active = activity change below about -30%; also: % is scaled to controls: 0 for no effect and ±100 for the full control effect
#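 Counterscreen of the coupled detection system alone, without aldolase: glyceraldehyde-3-phosphate coupling enzymes plus AmpLite Red readout. Compounds at 57.5 uM final, 10 min RT preincubation, 20 min RT reaction, fluorescence 525/598 nm.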
# TRPV1 ag = activates the human vanilloid receptor TRPV1 | 0.19% of 320,000 active | activation, % at 8.33 µM | Q8NER1 | TRPV1-expressing cells, Fluo-8 calcium influx, agonist mode | AID 540275; in the data active = activation above about 80%; inconclusive = between about 30% and that limit; also: 0% is about no effect
# Target sequence (Q8NER1 whole entry, looked up): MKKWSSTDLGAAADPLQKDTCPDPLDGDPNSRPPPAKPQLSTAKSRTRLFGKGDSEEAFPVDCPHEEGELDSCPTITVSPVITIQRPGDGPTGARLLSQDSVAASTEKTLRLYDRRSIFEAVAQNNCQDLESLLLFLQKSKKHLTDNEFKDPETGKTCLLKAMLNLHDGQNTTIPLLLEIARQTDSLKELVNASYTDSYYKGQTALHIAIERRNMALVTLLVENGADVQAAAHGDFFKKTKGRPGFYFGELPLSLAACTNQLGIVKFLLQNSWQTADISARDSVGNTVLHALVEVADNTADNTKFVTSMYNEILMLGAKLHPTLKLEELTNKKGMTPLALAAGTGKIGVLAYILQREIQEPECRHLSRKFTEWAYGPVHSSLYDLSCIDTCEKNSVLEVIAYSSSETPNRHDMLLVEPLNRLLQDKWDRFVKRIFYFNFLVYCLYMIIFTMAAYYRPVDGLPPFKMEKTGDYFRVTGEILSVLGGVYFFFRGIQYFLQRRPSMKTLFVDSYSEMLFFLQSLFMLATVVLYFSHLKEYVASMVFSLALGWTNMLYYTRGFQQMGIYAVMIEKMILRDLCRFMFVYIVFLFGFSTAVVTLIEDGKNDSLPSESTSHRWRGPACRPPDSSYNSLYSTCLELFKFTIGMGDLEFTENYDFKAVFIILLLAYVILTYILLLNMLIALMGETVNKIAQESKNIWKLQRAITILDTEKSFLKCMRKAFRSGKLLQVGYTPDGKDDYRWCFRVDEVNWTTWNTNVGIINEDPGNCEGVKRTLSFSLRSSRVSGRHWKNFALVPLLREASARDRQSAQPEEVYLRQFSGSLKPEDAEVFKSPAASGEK
#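 Fluo-8 calcium influx in TRPV1-expressing cells, kinetic read (ex 480/em 520 nm). Compound added and read 3 min for agonist activity, followed by capsaicin at EC20 final and 2 min further read for enhancement.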
# A-T KAP1 phos = potential ataxia-telangiectasia treatment | Potency, µM (highest dose often 57.5 µM), inactives show at the top dose activation, most hits filed as activators | […] A-T fibroblasts, KAP-1 phosphorylation AlphaLISA; neocarzinostatin DNA damage 30 min before lysis | 0.19% of 320,000 active; also: potency is read from the fitted curve at half-maximal effect; % of control where 0% means no effect; nearly all actives have a fitted effect of over 45% in size
#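 ATM-like activity read as KAP-1 phosphorylation via AlphaLISA donor/acceptor antibody pairs after lysis and 6 hr at 25C. Cells were ATM-null patient fibroblasts ([…], hTERT), dosed 60 min, then exposed to the DSB inducer NCS for 30 min.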
# MLL CXXC-DNA inh = MLL CXXC-DNA interaction inhibition; Potency, µM (highest dose often 115 µM), without a hit: top-dose activity change, negative = inhibition, most hits filed as inhibitors; AID 2662; 0.037% of 290,000 active; MLL-CXXC / FITC-HOXA9 DNA fluorescence polarization; active = well fitted inhibition curve with a large enough effect in the polarisation, with a control signal flat, not every such curve was filed as active; inconclusive = small, poorly fitted or top-dose-only effect, or effect the other way, or a change in a side signal; inactive = no such curve, though single readings can be large or run the other way; the % refers to the polarisation; also: potency is read from the fitted curve at half-maximal effect
#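 Purified MLL-CXXC (added from a 7 uM solution) was preincubated 5 min at ambient with pinned compounds in 50 mM Tris-HCl pH 7.5, 50 mM NaCl, 1 mM DTT, 0.05% BSA. Fluorescein-labeled HOX-A9 DNA (50 nM solution) followed, 30 min, then polarization read.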
# ASM inhibitor = human S-ASM enzyme inhibition; P17405; placental ASM, HMU-PC fluorogenic substrate, 60 min; Potency, µM (highest dose often 57.5 µM), for the others: top-dose activity change, negative = inhibition, actives largely listed as inhibitors; 0.006% of 340,000 active; also: potency is read from the fitted curve at half-maximal effect
#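 qHTS format. ASM enzyme prepared from human placenta hydrolyses the fluorogenic substrate HMU-PC0 (9 uM final) over 60 min at 37 °C after a 10 min compound preincubation.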
# KCNH2 WT inh = blocks the wildtype human KCNH2 potassium channel; Q12809; activity change, % at 1.84 µM; 0.37% of 340,000 active; U2OS, BacMam KCNH2, thallium flux FluxOr; hits give low values;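 active = maximum activity change below -70%; inconclusive = maximum activity change between -70% and -50%; inactive = maximum activity change above -50%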; also: % is scaled to controls: 0 for no effect and ±100 for the full control effect
#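 U2OS cells transduced with wild-type KCNH2 virus are loaded with FluxOr dye for 45 min, and thallium flux is measured in kinetic reads before and after stimulation buffer. Rate constants are normalized to DMSO controls.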
# a7 integrin act = activators of alpha7 integrin expression for muscular dystrophy; Potency, µM (highest dose often 38.3 µM), for the others: top-dose activation, usual class: activators; AID 624291; alpha7betagal myoblasts, beta-gal FDG fluorescence, 48 h; 0.064% of 350,000 active;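 also: potency is read from the fitted curve at half-maximal effect; 100% = response of the positive control SU9516; nearly all actives have a fitted effect of over 60% in size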
#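 Alpha7betagal+/- myoblasts (passage 13) were plated 16-24 hr, then exposed to compounds (1:260 dilution of DMSO stock) for 48 hours at 37C. After MPER lysis, β-galactosidase reporter activity was read as FDG fluorescence (ex 480/em 540) after 30 minutes.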
# KCNH2 3.1 block = blocks the human KCNH2 3.1 channel isoform; AID 720553; activity change, % (tested at about 1.8 µM); 0.95% of 340,000 active; U2OS KCNH2 3.1, thallium flux FluxOr; hits give low values;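 active = maximum activity change below -70%; inconclusive = maximum activity change from -70% to -50%; inactive = maximum activity change above -50%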;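 also: thallium influx rate constant from kinetic fluorescence after stimulation buffer; % is scaled to controls: 0 for no effect and ±100 for the full control effect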
#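 Measured as rate of thallium-driven FluxOr signal in transduced U2OS cells carrying the 3.1 channel, read kinetically for 2 min upon stimulation; values are rate constants scaled to DMSO control wells.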
# An asterisk follows results filed as active; ? = inconclusive; . = no result given; [ ] = remark or other dose. Unless noted, calls follow the shape of the dose curve; as a rule, active = well fitted curve in the direction sought with a large enough effect; inconclusive = small, poorly fitted or top-dose-only effect, or another doubt; inactive = no such curve, though single readings can be large; an effect the other way counts as inactive or inconclusive.
SMILES,MBNL1 CUG block,GALK inhibitor,FBPA coupling cs,TRPV1 ag,A-T KAP1 phos,MLL CXXC-DNA inh,ASM inhibitor,KCNH2 WT inh,a7 integrin act,KCNH2 3.1 block
COc1ccc(C(=O)Nc2cccc(-c3cc4ccccc4oc3=O)c2)cc1[N+](=O)[O-],-19%,.,-1,-1,-5%,-4%,0%,0,11%,1
COc1ccc(C(CNC(=O)C(Cc2ccccc2)NC(N)=O)N(C)C)cc1 (stereo not given),1%,1%,1,-6,0.89µM*,-10%,-1%,-1,5%,-10
Cc1nn(-c2ccccc2)c2nc(C(F)(F)F)[nH]c(=O)c12,-24%,-7%,-4,2,0%,6%,2%,-9,-10%,-3
CCN(CC)CCCn1c(=S)[nH]c2ccccc2c1=O,-6%,2%,1,0,-3%,3%,0%,-7,-2%,17
O=C(COC(=O)c1cccc2ccccc12)Nc1ncc(C(F)(F)F)cc1Cl,-9%,5%,1,-1,.,-5%,-1%,-9,13%,5
O=C(Nc1nnc(SCc2ccc(F)cc2)s1)C1CC(=O)N(c2ccc3c(c2)OCCO3)C1 (stereo not given),-12%,-5%,4,18,-6%,9%,?,-8,-1%,3
CCN(CC(=O)Nc1ccccc1C(F)(F)F)C(=O)c1oc2c(Cl)cccc2c1C,.,.,.,29,9%,.,-1%,-9,9%,29
O=C1CCN(C2CCN(Cc3nc(Cc4ccccc4F)no3)CC2)CCN1,-14%,0%,2,1,-1%,3%,6%,-13,6%,.
COc1cc(C(=O)NCC(=O)OCC(=O)Nc2ncc(Cl)cc2Cl)cc(OC)c1OC,3%,9%,3,-14,-10%,5%,-1%,2,-16%,6
CCn1c(SCC(=O)Nc2ccc3c(c2)OCCO3)nnc1-c1ccncc1,-1%,7%,-10,-3,8%,-5%,-1%[11.5 µM],-10,-14%,8
CCC(C(=O)Nc1cc(C)nn1-c1nc(C)cc(C)n1)c1ccccc1 (stereo not given),-17%,.,-3,-7,10%,-5%,-9%,-20,24%,-5
COc1ccc(OC)c(S(=O)(=O)Nc2ccc3[nH]c(=O)[nH]c3c2)c1,-4%,.,1,-9,-4%,11%,0%,-6,18%,4
CCOC(=O)[C@H]1[C@H]2COc3ccc(OC)cc3[C@@H]2N2C(=O)[C@H](C)NC(=O)[C@@]12C,.,.,.,0,6%,.,1%,.,16%,.
CC(Sc1nnnn1-c1ccc(O)cc1)C(=O)NNC(=O)c1ccc(F)cc1 (stereo not given),.,.,.,2,3%,.,0%,10,13%,-1
CCC(=O)N1CCc2cc(Br)cc(S(=O)(=O)N3CCCC(C(=O)NC(C)(C)C)C3)c21 (stereo not given),-3%,-2%,1,15,0%,-3%,3%,6,9%,6
CCOC(=O)Cc1csc(NC(=O)C(NC(=O)C2CCCCC2)C(C)C)n1 (stereo not given),-8%,0%,2,-3,1%,3%,3%,0,0%,11
CCc1ccc(C2CC(c3ccc(Cl)cc3)n3nc(N)nc3N2)cc1 (stereo not given),-6%,3%,1,-4,11%,0%,11%,-1,-3%,-3
CC(C)(C)NC(=O)COC(=O)c1ccccc1C(=O)c1ccccc1,2%,-3%,-1,7,21%,-2%,3%,-18,-1%,1
O=S(=O)(CCSc1ccc(C(F)(F)F)cn1)c1ccc(Cl)cc1,-2%,.,-2,-1,5%,-5%,-1%,-10,-43%,6
CCOC(=O)C1(Cc2cccc(F)c2)CCN(CC(O)CO)CC1 (stereo not given),2%,0%,0,1,7%,5%,-1%,1,-18%,4

# The final 4 compounds of the section before are carried over, then new ones follow.
SMILES,MBNL1 CUG block,GALK inhibitor,FBPA coupling cs,TRPV1 ag,A-T KAP1 phos,MLL CXXC-DNA inh,ASM inhibitor,KCNH2 WT inh,a7 integrin act,KCNH2 3.1 block
CCc1ccc(C2CC(c3ccc(Cl)cc3)n3nc(N)nc3N2)cc1 (stereo not given),-6%,3%,1,-4,11%,0%,11%,-1,-3%,-3
CC(C)(C)NC(=O)COC(=O)c1ccccc1C(=O)c1ccccc1,2%,-3%,-1,7,21%,-2%,3%,-18,-1%,1
O=S(=O)(CCSc1ccc(C(F)(F)F)cn1)c1ccc(Cl)cc1,-2%,.,-2,-1,5%,-5%,-1%,-10,-43%,6
CCOC(=O)C1(Cc2cccc(F)c2)CCN(CC(O)CO)CC1 (stereo not given),2%,0%,0,1,7%,5%,-1%,1,-18%,4
CCN(CC)C(C)C(=O)Nc1c2c(cc3c1CCC3)CCC2 (stereo not given),.,1%,1,-2,6%,-6%,2%,0,-28%,0
O=C(C1=C(O)C(=O)N(CCc2ccccc2)C1c1cccnc1)c1ccco1 (stereo not given),?,-2%,9,0,-3%,-5%,-3%,-3,-22%,1
Oc1[nH]c2ccccc2c1C=Nc1ccc2c(c1)OCO2,?,0%,-2,24,-19%,0%,-5%,-1,2%,3
COc1cccc(/C=C2\SC(=O)N(CCC(=O)N3CCCCC3CCO)C2=O)c1 (stereo not given),?,1%,.,-2,3%,0%,-5%,6,-31%,8
Cc1ccc(C)c(Cn2c3ccccc3c3cnn(CC(=O)NCCCN4CCCCC4)c(=O)c32)c1,0%,5%,.,0,-1%,8%,-2%,-6,-77%[inhibitor],-11
O=C(CCNS(=O)(=O)c1cccc2nonc12)Nc1ccc(Cl)cc1,?,0%,0,12,2%,8%,-12%,0,5%,-3
C/C(=N\Nc1nc(-c2ccc(C)cc2)nc2ccccc12)c1ccc([N+](=O)[O-])cc1,-2%,-2%,0,0,3%,-8%,.,.,.,.
Cc1c(C2CC(=O)N(c3ccccc3)C2=O)[nH]n(-c2ccccc2)c1=O (stereo not given),8%,4%,-2,3,10%,-5%,2%,18,4%,-14
CCn1c(SCC(=O)NC(C)C)nnc1-c1cccs1,-4%,1%,1,-1,-3%,-6%,-3%,6,19%,10
O=C(Nc1ccc(C(=O)N2CCCC(CO)C2)cc1)c1ccc(Br)o1 (stereo not given),.,.,.,.,0%,.,1%,1,10%,2
COc1ccccc1C(=O)NCC(=O)NNC(=O)c1cccs1,.,.,.,.,-2%,.,3%,4,17%,12
CC(=O)Oc1ccc(/C=N\NC(=O)c2cc3c(ccc4ccccc43)o2)cc1,6%,-2%,.,0,2%,6%,15%,5,?,-11
O=[N+]([O-])c1ccc(N2CCN(c3ccc(F)cc3)CC2)cn1,?,0%,1,0,3%,-2%,-6%,1,2%,-23
COc1ccc(C(=O)C2CCCN(S(=O)(=O)C(C)C)C2)c(C)c1 (stereo not given),-8%,3%,0,4,-2%[11.5 µM],-7%,0%,8,-10%,1
COc1ccc(-n2c(Cc3cc(=O)[nH]c(=O)[nH]3)nnc2SCC(=O)Nc2cc(C(F)(F)F)ccc2Cl)cc1,-9%,-2%,0,1,3%,5%,-2%,-8,-2%,.
Cc1sc2ncnc(N3CCN(S(=O)(=O)c4ccc(F)cc4)CC3)c2c1C,-3%,1%,0,3,5%,-7%,-3%,9,?,7
COc1ccccc1C(=O)N(Cc1ccc(Cl)cc1)C1CCS(=O)(=O)C1 (stereo not given),-6%,-1%,.,1,12%,4%,1%,-3,14%,-3
CC(=O)CC(=O)NC1C2CC3CC(C2)CC1C3 (stereo not given),2%,-1%,3,2,-2%,2%,2%,-9,-18%,-16
CC(C)CNS(=O)(=O)c1ccc(OCC(=O)Nc2ccc3c(c2)OCO3)c(Cl)c1,-2%,0%,1,0,1%,19%,-10%,-8,31%,-15
COc1ccccc1CNC(=O)c1ccc(C)s1,1%,0%,1,?,6%,-14%,-3%,0,-10%,-10
CCOC(=O)N1C2CCC(C2)N1C(=O)OCC,.,.,.,.,.,.,1%,16,0%,4
COc1ccc(NC(=O)c2ccc3c(c2)OCCO3)cc1OC,-3%,7%,0,1,-7%,5%,3%,8,-6%,-11
Cc1ccc(NC(=O)Cn2cc(S(=O)(=O)c3ccc(C)cc3)c(=O)c3cc(F)ccc32)cc1,166%[activator],.,1,-4,0%,12%,0%,-3,1%,1
O=C(N/N=C/c1cccnc1)C(O)(c1ccccc1)c1ccccc1,-3%,-3%,-1,-5,-2%,8%,1%,-1,-13%,0
O=C(/C=C/c1ccccc1)Nc1ccc(N2CCCCC2)cc1,7%,.,0,?,1%,-2%,-2%,19,14%,-81*
N#Cc1ccc(NC(=O)CN2C(=O)NC(Cc3ccccc3)C2=O)cc1 (stereo not given),-7%,4%,0,-2,21%,?,3%,8,0%,0
CCOC(=O)C1=C(COc2ccccc2)NC(=O)NC1c1cccc([N+](=O)[O-])c1 (stereo not given),13%,.,0,2,-4%,-5%,0%,-13,3%,8

# Assay outcomes: PubChem BioAssay, National Center for Advancing Translational Sciences (NCATS)

# Rows are unselected. About 2% of those tested had a hit in this group.
